Screening results deposited in PubChem BioAssay by several laboratories.
FAS TE block = FAS thioesterase domain inhibitors, primary screen, biochemical, fluorescence intensity, uHTS; recombinant FAS-TE, OMFH fluorogenic substrate, fluorescence endpoint; inhibition, % at 15 µM; 360,000 tested, 0.67% active;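 active = compounds whose normalised, plate-corrected inhibition of enzyme fluorescence in the single-dose primary screen is 50% or more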;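 note: 0% = DMSO with enzyme and 100% = substrate without enzyme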
Target sequence (P49327 whole entry, looked up, the tested form may be a part): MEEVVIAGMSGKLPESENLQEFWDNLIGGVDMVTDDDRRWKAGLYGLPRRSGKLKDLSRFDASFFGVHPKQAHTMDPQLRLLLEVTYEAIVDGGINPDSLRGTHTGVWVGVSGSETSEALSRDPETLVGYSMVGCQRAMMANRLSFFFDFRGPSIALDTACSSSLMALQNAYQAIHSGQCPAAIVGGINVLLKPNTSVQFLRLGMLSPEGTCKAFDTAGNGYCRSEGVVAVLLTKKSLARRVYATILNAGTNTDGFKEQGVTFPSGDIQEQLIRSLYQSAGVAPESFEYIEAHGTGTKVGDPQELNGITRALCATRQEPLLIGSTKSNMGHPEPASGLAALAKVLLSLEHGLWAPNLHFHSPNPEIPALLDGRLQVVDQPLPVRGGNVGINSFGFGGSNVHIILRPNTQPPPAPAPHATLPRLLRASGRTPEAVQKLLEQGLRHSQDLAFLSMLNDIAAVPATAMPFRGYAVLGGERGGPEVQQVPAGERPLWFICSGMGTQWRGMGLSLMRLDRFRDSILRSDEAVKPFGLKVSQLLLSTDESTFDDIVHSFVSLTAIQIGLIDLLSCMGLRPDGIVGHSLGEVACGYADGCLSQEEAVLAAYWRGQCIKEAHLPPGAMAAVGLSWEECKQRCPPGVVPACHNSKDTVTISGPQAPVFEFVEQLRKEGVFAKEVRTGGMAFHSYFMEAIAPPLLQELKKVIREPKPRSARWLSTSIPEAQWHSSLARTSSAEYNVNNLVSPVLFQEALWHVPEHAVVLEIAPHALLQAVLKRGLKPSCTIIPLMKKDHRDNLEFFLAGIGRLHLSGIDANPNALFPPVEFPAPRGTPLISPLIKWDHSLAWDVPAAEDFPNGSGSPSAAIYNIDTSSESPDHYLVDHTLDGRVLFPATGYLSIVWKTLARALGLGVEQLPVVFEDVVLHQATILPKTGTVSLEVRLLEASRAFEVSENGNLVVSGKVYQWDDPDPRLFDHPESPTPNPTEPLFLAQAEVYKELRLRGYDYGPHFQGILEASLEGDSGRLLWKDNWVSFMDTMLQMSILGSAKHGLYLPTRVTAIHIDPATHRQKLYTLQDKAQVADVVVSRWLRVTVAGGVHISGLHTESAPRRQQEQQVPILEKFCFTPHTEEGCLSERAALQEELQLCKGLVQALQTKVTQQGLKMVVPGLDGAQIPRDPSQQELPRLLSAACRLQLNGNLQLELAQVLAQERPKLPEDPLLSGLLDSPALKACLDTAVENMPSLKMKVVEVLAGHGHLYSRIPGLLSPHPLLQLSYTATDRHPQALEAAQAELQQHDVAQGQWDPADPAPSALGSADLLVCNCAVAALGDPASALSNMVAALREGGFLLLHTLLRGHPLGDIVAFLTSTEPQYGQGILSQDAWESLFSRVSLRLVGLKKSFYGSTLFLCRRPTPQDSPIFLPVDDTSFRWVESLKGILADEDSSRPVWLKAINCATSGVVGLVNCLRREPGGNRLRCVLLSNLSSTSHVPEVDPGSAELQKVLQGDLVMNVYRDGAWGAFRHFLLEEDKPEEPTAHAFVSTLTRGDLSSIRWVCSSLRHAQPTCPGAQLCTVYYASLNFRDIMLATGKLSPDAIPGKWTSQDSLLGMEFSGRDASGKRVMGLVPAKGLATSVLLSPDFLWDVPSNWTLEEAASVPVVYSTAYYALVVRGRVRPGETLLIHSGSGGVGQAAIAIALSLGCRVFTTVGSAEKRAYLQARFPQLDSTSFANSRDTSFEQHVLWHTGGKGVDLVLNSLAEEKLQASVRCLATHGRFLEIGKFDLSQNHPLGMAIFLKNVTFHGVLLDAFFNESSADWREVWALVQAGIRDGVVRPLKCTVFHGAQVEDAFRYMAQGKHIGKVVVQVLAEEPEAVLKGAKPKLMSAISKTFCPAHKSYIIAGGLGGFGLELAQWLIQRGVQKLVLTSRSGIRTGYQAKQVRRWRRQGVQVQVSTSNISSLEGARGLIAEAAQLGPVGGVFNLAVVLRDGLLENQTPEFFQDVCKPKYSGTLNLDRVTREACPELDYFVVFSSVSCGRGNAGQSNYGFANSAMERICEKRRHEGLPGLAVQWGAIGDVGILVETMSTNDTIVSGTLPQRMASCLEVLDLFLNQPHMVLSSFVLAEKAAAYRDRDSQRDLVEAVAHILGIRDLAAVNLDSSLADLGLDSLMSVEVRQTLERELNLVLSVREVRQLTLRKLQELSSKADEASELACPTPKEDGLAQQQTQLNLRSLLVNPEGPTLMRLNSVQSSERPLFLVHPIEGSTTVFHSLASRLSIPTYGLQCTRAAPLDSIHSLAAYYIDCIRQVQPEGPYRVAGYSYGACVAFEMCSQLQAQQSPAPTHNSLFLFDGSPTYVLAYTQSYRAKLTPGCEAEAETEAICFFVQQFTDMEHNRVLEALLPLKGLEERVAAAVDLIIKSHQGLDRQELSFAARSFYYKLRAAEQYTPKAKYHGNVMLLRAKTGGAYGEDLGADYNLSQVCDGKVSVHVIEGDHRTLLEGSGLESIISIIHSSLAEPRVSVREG
E coli Lon inh = inhibitors of E. coli Lon protease, primary screen, biochemical, fluorescence polarization. P0A9M0. purified E. coli Lon protease. inhibition, % at 7.94 µM. 360,000 tested, 0.42% active. AID 602123, 2011; in the data active = inhibition above about 13%, passing the limit was not always enough;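 note: 0% = enzyme with probe and DMSO and 100% = no enzyme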
CendR NRP1 mod = modulators of CendR peptide binding to NRP-1, primary screen, biochemical, fluorescence polarization, uHTS; Neuropilin-1 (Homo sapiens), O14786; FAM-RPARPAR peptide binding to NRP-1; inhibition, % at 25 µM; 360,000 tested, 0.85% active; AID 602438, 2012;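 active = inhibition or corrected inhibition above about 18%, plus a signal ratio from 0.5 to 1.5, limit read from the data, passing the limit was not always enough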; note: strong numbers were not always called active
Neddylation inh = inhibitors of cullin neddylation, primary screen, biochemical, TR-FRET, uHTS, NAE and Ubc12; calls only at 25 µM; 360,000 tested, 0.58% active; AID 651699, 2012; in the data active = inhibition above about 36%
SKN-1 block = suppressors of acrylamide-induced Pgst-4::GFP reporter in worms, primary screen, SKN-1 inhibitor project, whole organism, uHTS, GFP/RFP fluorescence ratio, strain VP596 | 360,000 tested, 0.49% active | C. elegans VP596 Pgst-4::GFP/RFP ratio, 24 h | inhibition, % at 21.8 µM;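 active = interference check ratio from 0.5 to 1.5 plus GFP to RFP signal ratio inhibition reaching or exceeding a fixed threshold, cut at about 30% in these data, passing the limit was not always enough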; note: some compounds called inactive have numbers as strong as hits
MsrA inh = bovine MsrA enzyme inhibitors, primary screen, biochemical, absorbance, HTS. inhibition, % at 15.5 µM. purified bovine MsrA, absorbance read-out. 360,000 tested, 0.75% active. Methionine sulfoxide reductase A (Bos taurus). AID 651718, 2012; in the data active = inhibition above about 4.5%;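 note: 0% = vehicle wells with enzyme and 100% = reference inhibitor wells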
Rin1 Abl inh = inhibitors of Rin1-Abl protein binding, primary screen, biochemical, TR-FRET | inhibition, % at 7.35 µM | Tyrosine-protein kinase ABL1 (Homo sapiens) + Ras and Rab interactor 1 (Homo sapiens), … | AID 588664, 2011 | 360,000 tested, 0.4% active; in the data active = inhibition above about 5%, passing the limit was not always enough
MT1-MMP act inh = blockers of MT1-MMP proenzyme processing, primary screen, HT1080 RFP-PRO-GFP cells, GFP/RFP fluorescence. GFP/RFP ratio fluorescence, overnight; percent of plate control window, DMSO zero. GFP/RFP ratio change, % at 20 µM. 360,000 tested, 0.061% active;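 active = GFP/RFP ratio change of at least 30% with cell ATP level not reduced by more than half and red fluorescence within 50% of control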; note: strong numbers were not always called active
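Compound: 20 µM single dose, 1% DMSO / System: HT1080 RFP-PRO-GFP cells / Controls: DMSO and RFP-L50D-GFP cell wells / Read-out basis: GFP/RFP fluorescence ratio / Schedule: overnight compound exposure at 37 °C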
bovine MsrA act = bovine MsrA enzyme activators, primary screen, biochemical, absorbance, HTS. purified bovine MsrA, absorbance read-out. activation, % at 10.6 µM. 360,000 tested, 0.3% active; in the data active = activation above about 7.5%;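 note: 0% = vehicle and 100% = reference activator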
Numbers without * were called inactive; i = inactive; . = not tested or not shown.

SMILES | FAS TE block | E coli Lon inh | CendR NRP1 mod | Neddylation inh | SKN-1 block | MsrA inh | Rin1 Abl inh | MT1-MMP act inh | bovine MsrA act
CC[C@]12c3[nH]c4ccccc4c3CCN1C(=O)C(CC(=O)NCc1cccc(C(F)(F)F)c1)C[C@@H]2C(=O)N1CCN(C(=O)C2CC2)CC1 (some centres not stated) | 13 | -3 | -5 | i | 11 | 0.1 | -5 | 1 | 2
CC1CC2(CC(C)(C(=O)CSc3nc4ccccc4s3)OC2=O)C(=O)O1 (configuration not stated) | -6 | -13 | 2 | i | 4 | -0.3 | -3 | 0 | 2
CCC(C)[C@H](Nc1nc(-c2ccccc2)nc2c1oc1ccccc12)C(=O)O (some centres not stated) | -2 | -3 | 4 | i | 9 | 0.0 | -1 | 1 | 0
Cc1cc(/C=C2/C(=N)N3C(=NC2=O)SN=C3S(C)(=O)=O)c(C)n1-c1ccccc1F | 9 | -9 | -13 | i | -1 | 3.5 | -4 | -1 | -10
O=C(Nc1ccc(Cl)cc1)c1ccc2c(c1)OCO2 | 2 | 5 | -5 | i | -7 | -0.4 | -2 | 9 | -2
O=C(NC(=S)Nc1cccc(NC(=S)NC(=O)c2ccco2)n1)c1ccco1 | -3 | 2 | 1 | i | -2 | 1.3 | 5 | -4 | -9
COc1cc(C(=O)NCC(=O)OCC(=O)c2ccc[nH]2)cc(OC)c1OC | -1 | -6 | 4 | i | -22 | -0.1 | -1 | 2 | 0
COc1ccc(CCNC(=O)CN(C)S(=O)(=O)c2ccc3nc(C)sc3c2)cc1OC | -7 | 11 | 9 | i | 5 | -0.2 | 5 | 0 | -4
CCCCCC1(C(=O)OCC)CC(CSC(=N)N)OC1=O (configuration not stated) | -12 | -5 | -12 | i | 4 | -1.3 | -1 | 0 | -3
CCCNC(=O)COC(=O)c1ccc(-c2ccccc2)cc1 | 6 | 2 | -7 | i | 2 | 0.2 | -4 | 3 | -3
NC(=O)NC(=O)CSc1nc(-c2ccccc2)c(-c2ccccc2)n1CC1CCCO1 (configuration not stated) | 3 | 2 | -8 | i | 24 | 0.4 | 4 | 0 | 1
CCOc1ccccc1C(=O)N(CN1CCCC1=O)c1ccc(C)c(Cl)c1 | -12 | 1 | -3 | i | -25 | -0.9 | 1 | 3 | -10
Cc1ccccc1NC(=O)c1sc2nc(N3CCOCC3)c3c(c2c1N)CCCC3 | 20 | -3 | 33* | i | -7 | 1.1 | -10 | 0 | -8
O=C(c1ccccc1)c1c[nH]c(C(=O)NNc2cccc(Cl)n2)c1 | 0 | 12 | 1 | i | 10 | 2.6 | 0 | 1 | -2
Cc1cc(OCC(=O)NCCCN2CCCC2=O)c2c(C)cc(=O)oc2c1 | -4 | -8 | 9 | . | -8 | -0.3 | -2 | 5 | -14

Compound profiles, from the list above. Order of screens: FAS TE block | E coli Lon inh | CendR NRP1 mod | Neddylation inh | SKN-1 block | MsrA inh | Rin1 Abl inh | MT1-MMP act inh | bovine MsrA act
`COc1cc(C(=O)NCC(=O)OCC(=O)c2ccc[nH]2)cc(OC)c1OC` is listed with -1 | -6 | 4 | i | -22 | -0.1 | -1 | 2 | 0
`CCCNC(=O)COC(=O)c1ccc(-c2ccccc2)cc1` is listed with 6 | 2 | -7 | i | 2 | 0.2 | -4 | 3 | -3
`O=C(NC(=S)Nc1cccc(NC(=S)NC(=O)c2ccco2)n1)c1ccco1` is listed with -3 | 2 | 1 | i | -2 | 1.3 | 5 | -4 | -9
`Cc1cc(OCC(=O)NCCCN2CCCC2=O)c2c(C)cc(=O)oc2c1` is listed with -4 | -8 | 9 | . | -8 | -0.3 | -2 | 5 | -14
`O=C(c1ccccc1)c1c[nH]c(C(=O)NNc2cccc(Cl)n2)c1` is listed with 0 | 12 | 1 | i | 10 | 2.6 | 0 | 1 | -2

Later entries
SMILES | FAS TE block | E coli Lon inh | CendR NRP1 mod | Neddylation inh | SKN-1 block | MsrA inh | Rin1 Abl inh | MT1-MMP act inh | bovine MsrA act
CC(C)=NNc1nc2c(c(=O)[nH]c(=O)n2C)n1CCCc1ccccc1 | 2 | 2 | 1 | i | -15 | 0.8 | 3 | -5 | -4
COc1cccc(OCCOc2ccc(/C=C3\C(=N)N4N=C(S(C)(=O)=O)SC4=NC3=O)cc2OC)c1 | 8 | 1 | -56 | i | 22 | 1.1 | -1 | 4 | 2
CS(=O)(=O)N1CCN(c2ccccc2NC(=O)c2cccnc2)CC1 | -1 | -1 | 7 | i | 1 | -0.2 | -2 | 7 | -1
Cc1nc(C(=O)N2CCc3c([nH]c4ccccc34)C2c2cc(F)ccc2F)cs1 (configuration not stated) | 8 | -4 | 6 | i | 3 | -0.3 | 0 | -8 | -5
COc1ccccc1S(=O)(=O)Cc1ccc(C(=O)NCCN2CCCC2)o1 | -6 | 6 | -6 | i | -8 | 1.1 | 1 | 4 | -4
O=C(C1CCN(c2ccc(N3CCOCC3)nn2)CC1)N1CCN(c2ccc(F)cc2)CC1 | -2 | -7 | 4 | . | -2 | . | -2 | 4 | -2
CCO[C@@H]1OC(C(=O)N2CCCCCCC2)=C[C@H](c2cn(C(C)=O)c3ccccc23)[C@H]1CCCO | 1 | 9 | -4 | i | -4 | . | 4 | 6 | -6
Cc1ccsc1/C=N/NC(=O)c1c[nH]c2ccccc12 | 7 | -2 | 5 | i | 6 | 5.1* | -3 | -7 | -4
Cc1cc(Cl)ccc1C(=O)C1CCCN(C(=O)CCn2cncn2)C1 (configuration not stated) | -9 | -8 | -4 | i | -6 | -0.5 | 2 | 1 | -5
CC(C)CN(C(=O)C1=NN(c2ccccc2)C(=O)CC1)c1c(N)n(Cc2ccccc2)c(=O)[nH]c1=O | -7 | -1 | 4 | i | 4 | -1.5 | 4 | -1 | -3
O=C(COc1ccc(/C=N/NC(=O)c2ccncc2)cc1)Nc1ccc([N+](=O)[O-])cc1 | -2 | 13 | 0 | i | -10 | 0.3 | 2 | 3 | -6
CC(C)Cn1c2c(c(O)c(C(=O)Nc3ncccc3O)c1=O)CCCC2 | -10 | 6 | -2 | i | 5 | 0.5 | -5 | 1 | -2
O=C(N/N=C/c1ccccn1)c1ccco1 | -11 | 0 | 8 | i | 1 | 0.5 | -2 | -1 | 0
Cc1cc(C)c(C)c(S(=O)(=O)N[C@@H](C)C(=O)OCC(N)=O)c1C | -6 | 3 | -2 | i | -15 | -0.7 | 4 | 0 | -9
C#CCOCCOCCOCCNc1nc(N2CCN(C(=O)C([C@@H](C)CC)n3cc(C(N)Cc4ccc(O)cc4)nn3)CC2)nc(N2CCN(C(=O)[C@H](CCC(=O)O)n3cc(C(N)Cc4ccc(O)cc4)nn3)CC2)n1 (some centres not stated) | -10 | -1 | 8 | i | 12 | . | 2 | -1 | -3
CC1=NN(C(C#N)c2ccccc2)C(C)(C)C1 (configuration not stated) | -5 | -3 | 7 | i | 7 | -0.5 | 1 | 1 | -2
CC[C@H](C)[C@H]1CNC(=O)C(=O)N1CC1CCN(CCCc2ccc(OC)c(OC)c2)CC1 | -10 | -2 | -13 | i | -3 | 0.5 | -2 | 2 | -4
CC1CN(c2cc(=O)n(-c3cccc(Br)c3)c(=O)[nH]2)CC(C)O1 (configuration not stated) | -8 | 1 | 0 | i | 5 | 0.8 | -1 | 1 | -2
COCCNC(=O)c1cc(S(=O)(=O)N2CCOCC2)ccc1SCc1cccc(OC)c1OC | -3 | -2 | 3 | i | -6 | 0.6 | 0 | -1 | -2
Cc1ccc(NC(=O)CSc2nc(NS(=O)(=O)c3ccc(C)cc3)cc(=O)[nH]2)cc1 | 39 | 2 | -7 | i | 1 | 1.4 | -3 | 9 | -2
CCCN1Cc2cccc(C(=O)Nc3ccc(S(=O)(=O)N4CCCCCC4)cc3)c2C1=O | 55* | -2 | 2 | i | 13 | 0.8 | -2 | 5 | -2
CC(=O)NC1=NN(C(C)=O)C2(CCCCC2)S1 | -6 | 7 | 14 | i | 13 | -0.5 | 3 | 3 | -2
CCN1CCN(S(=O)(=O)Cc2ccccc2Cl)CC1 | -5 | 0 | 8 | i | 13 | -0.8 | 1 | 1 | -3
NS(=O)(=O)c1cc(C(=O)OCC(=O)c2ccc3c(c2)OCCO3)ccc1Cl | 5 | -11 | -17 | i | 16 | 0.0 | -1 | 0 | -3
N#Cc1c(Nc2cccc(F)c2)sc2c(O)cc(=O)[nH]c12 | -4 | -23 | -111 | i | 20 | 3.0 | -1 | -10 | -3
CCN(CC)CCCN=C1N[C@@H](c2ccccc2)C(C(=O)OC)=C(C)N1CC | -9 | -1 | 4 | i | 10 | -0.1 | -2 | -2 | 3
c1ccc(Cn2cc(CN3CCCCO3)c(-c3ccc4c(c3)OCO4)n2)cc1 | 3 | 7 | 6 | i | -2 | 0.1 | 0 | -6 | -12
Clc1ccc(CSc2nnc([C@@H]3CCCN3)o2)cc1 | -3 | -8 | 6 | i | 30 | -0.5 | 0 | 2 | -3
O=c1c(Cc2ccc(F)cc2)c(O)ccn1C1CC1 | -10 | -3 | 6 | i | -5 | 1.8 | 1 | -1 | -10
COc1ccc(-c2nnc(NC(=O)c3ccco3)s2)cc1 | -4 | -8 | 0 | i | 9 | 0.7 | -1 | 13 | -2
COc1ccc(NC(=O)C2CCCN(S(=O)(=O)c3cccnc3)C2)cc1 (configuration not stated) | -5 | -1 | 11 | i | -6 | -1.5 | -1 | 2 | -3
CCNc1nc(NC(C)(C)C)nc(Oc2ccc(=O)n(-c3ccccc3)n2)n1 | 2 | 9 | 2 | i | 20 | -0.3 | 1 | 4 | -3
COc1ccc(-c2cc(C(=O)NNC(=O)c3csc(N4CCOCC4)n3)c3ccccc3n2)cc1OC | 2 | 0 | -9 | i | -15 | 2.8 | -1 | 4 | -4
COc1ccccc1NS(=O)(=O)c1ccc(C(=O)Nc2ncccc2O)cc1 | -1 | 9 | 12 | i | -10 | . | -1 | 9 | -2
COc1ccccc1NC(=O)c1c(Nc2ccccc2F)sc(C(=O)Nc2cccc(Cl)c2)c1N | 15 | -5 | -14 | i | 18 | 2.3 | -1 | 0 | -6
CCN1CCN(CC(=O)Nc2ccc(N(C)C)cc2)CC1 | -4 | -4 | 7 | i | 17 | 0.2 | 0 | -4 | -2
C[C@H](NC(=O)c1nc[nH]c1C(=O)NCC(=O)OCc1ccccc1)C(=O)OC(C)(C)C | 12 | 5 | 23 | i | -6 | -0.2 | -1 | 3 | 1
C1CC1C(=NN=C(C1CC1)C1CC1)C1CC1 | -4 | -7 | 6 | i | -6 | 0.0 | -2 | 1 | 2
CC(=O)Nc1ccc(S(=O)(=O)N2CCN(C(=O)N3CCCC3)CC2)cc1 | -5 | 3 | 7 | i | 15 | -0.5 | 0 | 0 | -9
Cc1cccc(C(=O)Nc2c(C#N)c(C)c(C)n2Cc2ccccc2)c1 | 12 | 1 | 13 | i | 18 | -0.2 | 3 | -2 | 0
O=C(O)Cn1c(=O)cnc2ccccc21 | -7 | 7 | -4 | i | -21 | 0.5 | -2 | -5 | -3
Cc1oc(-c2ccc(Cl)cc2)nc1CN1CCCC(C(=O)NC2CC2)C1 (configuration not stated) | -5 | -2 | 8 | i | -13 | -0.6 | 1 | 1 | -1
CCc1nc2c(OCCn3cccc3)cccn2c1N(C)C(=O)c1ccc(C)cc1 | -6 | 1 | 5 | i | 2 | 2.1 | -2 | -3 | 2
FC(F)(F)c1ccccc1NC(=S)NN1CCOCC1 | -4 | -4 | -11 | i | 23 | -1.0 | -2 | 2 | 1

Not a hit list; overall some 4.2% were active at least once.
